TDP1 cell CPT – DT40-hTDP1 cell growth loss with CPT. AID 686979. chicken DT40 Tdp1-/-;hTDP1 cells + 20 nM CPT, ATP luminescence, 48 h. hit rate 12% among 420,000. Potency, µM (doses to about 46.2 µM), without a hit: top-dose activity change, negative = growth inhibition, hits mostly inhibitors; active = well fitted inhibition curve with a large enough effect; inconclusive = small, poorly fitted or top-dose-only effect; note: nearly all actives have a fitted effect of over 55% in size
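Cell growth measured by CellTiter-Glo luminescence after a minimum 48 h, 37 C compound exposure with 20 nM CPT in Tdp1-knockout DT40 cells stably expressing hTDP1, seeded 400/well; qHTS titration format.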
* marks the source's active call; other numbers are inactive results; ? = inconclusive; [ ] = dose if it differs, or a comment. % is set by controls: 0 for no effect and ±100 for the full control effect; potency is the fitted concentration of half-maximal effect. This is a subset (hit frequency here may not be typical).

no.	Structure	TDP1 cell CPT
1	CCc1nc2ccc(C(=O)NCCOc3ccc(OC)cc3)cn2c1N(C)C(=O)COc1ccccc1	?
2	CN1CCN(C(=O)C2Cc3c(-c4cccc(F)c4)ccnc3O2)CC1 (stereo not given)	-18%
3	COc1ccc(NC(=O)C2(C)CCN2Cc2ccc(SC)cc2)cc1OC (stereo not given)	16µM*
4	CCOc1c(Br)cc(C(=O)Nc2cccc(S(=O)(=O)N3CCOCC3)c2)cc1OC	?
5	CC(C)(C)C(=O)c1c(N)[nH]c(C(=O)c2ccccc2)c1-c1ccc(C(F)(F)F)cc1	?
6	COc1ccc(CN2CCCC(C(=O)N3CCCC3)C2)c(OC)c1OC (stereo not given)	-30%
7	CCOC(=O)C1(C)CCCN(C(=O)c2ccc(F)c(Cl)c2)C1 (stereo not given)	?
8	COc1ccc(OC)c(C(O)c2ncc(-c3cccc(C(F)(F)F)c3)[nH]2)c1 (stereo not given)	?
9	CCCCCCCCN1C(=O)[C@H](CC(=O)NCc2cccs2)C[C@@]2(C(=O)OC)CC(C)(C)CC=C12	15µM*
10	O=C(c1cc(-c2ccccc2)on1)N1CCOc2ccc(CN3CCOCC3)cc2C1	14%[9.04 µM]
11	CCCC[C@@H]1CC2=C(C(=O)OC(C)(C)O2)[C@@H](c2ccc(Cl)cc2)O1	?
12	O=C(NCCN1CCOCC1)c1cnn(-c2nccc(-c3ccccc3C(F)(F)F)n2)c1C1CC1	6%
13	COc1ccc(C(=O)NCC2Cc3cccc(-c4ccc(S(C)(=O)=O)cc4)c3O2)c(OC)n1 (stereo not given)	10%[9.04 µM]
14	COc1ccc(Cn2cc(CN3CCOCC3)nn2)cc1	6%
15	CCc1nc2ccc(C(=O)NCc3ccc(OC)cc3)cn2c1N(CCC(C)C)CCN(C)C	?
16	CC1(C(=O)NS(=O)(=O)c2cccc(F)c2)CCN1C(=O)C/C=C/c1ccccc1 (stereo not given)	-1%
17	COCCN1C(=O)c2ccccc2C1c1nnnn1Cc1ccccc1 (stereo not given)	-11%
18	Cc1ccc2nc3n(c(=O)c2c1)-c1ncccc1C(=O)NC3Cc1ccccc1 (stereo not given)	?
19	CNC[C@@H]1Oc2cc(Br)ccc2S(=O)(=O)N([C@@H](C)CO)C[C@H]1C	?
20	CCN1C(=O)[C@H]2[C@@H](c3ccc(OC)cc3)N[C@]3(CCCN(CCC(C)C)C3=O)[C@H]2C1=O	-2%
21	CN1CCN(c2ncnc3c2ncn3[C@H]2CN(Cc3ccc4c(c3)OCO4)C[C@@H](CO)O2)CC1	-25%
22	Cc1nc2ccc(Cl)cc2n1C	-8%
23	O=C(NC(c1ccc(-c2ccccc2)cc1)c1cnccn1)C1CCN(Cc2ccc(Oc3ccccc3)cc2)CC1 (stereo not given)	?
24	COc1cccc(-c2nc(-c3cccc(C)c3)nc3cc(Cl)ccc23)c1	-6%
25	O=c1[nH]nnc2c1ncn2C1OC(CO)C(O)C1O (stereo not given)	?
26	FC(F)(F)c1ccccc1-c1ccc2nncn2c1	-20%
27	CCCS(=O)(=O)NC(=O)C1(C)CCN(C(=O)c2ccc(C(F)(F)F)cc2)C1 (stereo not given)	-19%
28	COc1cccc(C(C)(O)c2nc(-c3ccc4ccccc4c3)cs2)c1 (stereo not given)	?
29	COC(=O)C[C@@H]1C[C@@H]2c3cc(NS(=O)(=O)c4ccc(F)cc4)ccc3O[C@@H]2[C@@H](CO)O1	-27%
30	O=C(C(=O)N1CCN(c2ccccc2F)CC1)c1cn(CC(=O)N2CCCC2)c2ccccc12	0%

Reprinted from the part before: 5 entries, then new ones.
no.	Structure	TDP1 cell CPT
26	FC(F)(F)c1ccccc1-c1ccc2nncn2c1	-20%
27	CCCS(=O)(=O)NC(=O)C1(C)CCN(C(=O)c2ccc(C(F)(F)F)cc2)C1 (stereo not given)	-19%
28	COc1cccc(C(C)(O)c2nc(-c3ccc4ccccc4c3)cs2)c1 (stereo not given)	?
29	COC(=O)C[C@@H]1C[C@@H]2c3cc(NS(=O)(=O)c4ccc(F)cc4)ccc3O[C@@H]2[C@@H](CO)O1	-27%
30	O=C(C(=O)N1CCN(c2ccccc2F)CC1)c1cn(CC(=O)N2CCCC2)c2ccccc12	0%
31	COc1cc(-c2cnc3ccccc3c2)cc2c1OCCN(S(=O)(=O)C[C@]13CC[C@H](CC1=O)C3(C)C)C2	22%[9.04 µM]
32	O=C1CC(=O)N(C2CCCCC2)C(=O)N1c1ccccc1S(=O)(=O)Oc1ccccc1	-19%
33	O=NN(Cc1cccnc1)Cc1cccnc1	-13%
34	O=C1NC(=O)C(=CC=Cc2ccccc2)S1	-29%
35	C=CCN(CC=C)Cc1cc(=O)oc2ccccc12	-29%
36	O=C(Cc1nc2ccccc2[nH]1)N1CCC(n2c(C3CCC3)nc3cccnc32)CC1	-7%
37	N#Cc1cccc(OC(=O)C2CCN(C(=O)c3ccc(F)cc3)CC2)c1	-19%
38	CCN(CC)CCN1CNC(=S)NC1	2%
39	O=C(CSCC(=O)c1ccc([N+](=O)[O-])cc1)c1ccc([N+](=O)[O-])cc1	21µM*
40	CCCCNC(=O)C1(C)CCCCN1C(=O)c1cccs1 (stereo not given)	?
41	Cc1cc(C)n2c(Nc3c(C)cccc3C)c(CCc3ccccc3)nc2n1	?
42	CCN1C(=O)[C@H]2[C@@H](c3ccc(C)cc3)N[C@]3(CCCN(Cc4cccn4C)C3=O)[C@H]2C1=O	-15%
43	CC1(C(=O)NCCc2c[nH]c3ccccc23)CCN1Cc1ccccc1OC(F)F (stereo not given)	18µM*
44	C[C@H](CO)N1C[C@H](C)[C@@H](CN(C)C(=O)NC2CCCC2)Oc2cc(Br)ccc2S1(=O)=O	-30%
45	COc1ccccc1CCn1cnc(Cc2cccc(F)c2)c1C(C)C	?
46	O=C1c2c(-c3ccc(Br)cc3)noc2CCN1Cc1cn(C2CCCC2)nn1	?
47	COc1ccc2c(c1)C(=O)C1(CC2)OC1c1cccnc1 (stereo not given)	-21%
48	C[C@@H]1CN([C@H](C)CO)C(=O)c2cc(Br)cnc2O[C@@H]1CN(C)C(=O)c1cccc(F)c1	2%
49	Cc1cccc(C)c1NC(=O)C1(C)CSCC(=O)N1CCCN1CCOCC1 (stereo not given)	1%
50	CC1(C(=O)O)CCCN1C(=O)c1cccc(OC(F)(F)F)c1 (stereo not given)	-15%
51	CCN1CCCC1CNC(=O)c1cnn(-c2nccc(-c3cc4ccccc4o3)n2)c1C1CC1 (stereo not given)	?
52	O=C(OCc1ccccc1)N1CCCCC1c1c(Cl)cccc1Br (stereo not given)	?
53	CC(C)c1ccc(NC(=O)Nc2nnc([C@H]3C[C@H](O)[C@@H](CO)O3)s2)cc1	-20%
54	COc1cccc(-c2cnc3c(NC=O)cc(-c4cc(OC)c(OC)c(OC)c4)cn23)c1	?
55	CCOC(=O)Cn1cc(Cn2c3ccccc3c(=O)n2C(C)C)nn1	-9%
56	COc1ccccc1N1CCN(S(=O)(=O)CCNC(=O)c2cccs2)CC1	-25%
57	COc1ccccc1C(O)c1ncc(-c2ccccc2C)[nH]1 (stereo not given)	-11%
58	Cc1ccc(C(=O)NCCc2nnc3n2CCN(Cc2ccc4ccccc4c2)CC3)c(C)c1	7%
59	C[C@@H]1CN([C@H](C)CO)C(=O)CCCn2cc(nn2)CO[C@H]1CN(C)S(=O)(=O)c1ccccc1C#N	12%
60	COCCNc1ncnc2c1ncn2[C@H]1CN(CCOC)C[C@@H](CO)O1	10%

Next results follow:
no.	Structure	TDP1 cell CPT
61	N#CCOc1ccccc1CNC[C@H]1O[C@@H](n2cnc3c(=O)[nH]c(N)nc32)[C@H](O)[C@@H]1O	0%
62	CC(C)Oc1cc(F)ccc1-c1cc(C(=O)NCc2ccccc2)[nH]n1	-1%
63	OC[C@@H]1CN(Cc2cccs2)C[C@H](n2cnc3c(NC4CCC4)ncnc32)O1	-7%
64	CCCS(=O)(=O)NC(=O)C1(C)CCN(C(=O)c2nc(C)oc2C)C1 (stereo not given)	1%
65	COc1cccc(CNC(=O)c2c(OC)cc(=O)n3c2CCN(C(=O)c2ccccc2Cl)CC3)c1	1%
66	CSc1ccccc1C(=O)C1CCCN(C(=O)c2cccc(Cn3cccn3)c2)C1 (stereo not given)	?
67	CNc1cc(-c2cc(OC)ccc2OC)ncn1	-19%
68	COc1cc(=O)n2c(c1C(=O)N(C)C(C)c1ccco1)CCN(C(=O)c1ccc(C(C)=O)cc1)CC2 (stereo not given)	-12%
69	COc1cc(CNCc2cc3ccc(F)cc3nc2N2CCOCC2)cc(OC)c1OC	-10%[9.04 µM]
70	O=C(O)c1cocc1C(=O)O	-2%
71	CCCNC(=O)C1(C)CCN1C(=O)c1cc(C)n(C)n1 (stereo not given)	3%
72	CCCCCC(=O)N1C[C@@H](n2cc(COC(=O)c3ccccc3)nn2)[C@H](O)C[C@@H]1c1ccc(OC)cc1	?
73	Cc1ccc(C)c(S(=O)(=O)N2CCCC2CNC(=O)C(=O)Nc2ccccc2)c1 (stereo not given)	-28%
74	Cc1cccc(C)c1NC(=O)C(c1ccccc1OC(F)(F)F)N1CCN(c2ccc(F)cc2)CC1 (stereo not given)	?
75	COc1ccc(-c2ccc(CN3C(C(C)C)C(=O)N(Cc4cn(CCC5OCCO5)nn4)CCS3(=O)=O)cc2)cc1OC (stereo not given)	-36%
76	O=C(Nc1ccc(F)cc1)C(CCc1ccccc1)N1CCN(C(=O)c2ccco2)CC1 (stereo not given)	?
77	COc1ccc(Cc2n[nH]c(=S)n2-c2cc(C)ccc2C)cc1OC	-8%
78	CCOc1ccc(NC(=O)CN(C)C2=NS(=O)(=O)c3ccccc32)cc1	-19%
79	COc1cc(-c2cc(C)c3cccc(OC)c3n2)cc2c1OCCN(C(=O)CCn1ccc(C)n1)C2	-16%[9.04 µM]
80	O=CNc1cc(-c2ccc(C(=O)NC3CC3)cc2)cn2c(-c3ccc(F)cc3)cnc12	23µM*
81	O=C(NCc1ccccc1)C(c1ccc(C(F)(F)F)cc1)N1CCN(CCN2CCOCC2)CC1 (stereo not given)	-9%
82	Cc1nc(C(F)(F)F)ccc1C(=O)N1CCC(C)(C(=O)NS(=O)(=O)C2CC2)C1 (stereo not given)	-12%
83	O=C(OCc1cn([C@H]2C[C@H](c3ccccc3)N(CC3CCCCC3)C[C@@H]2O)nn1)c1ccccc1	?
84	COCCNc1nc2cc(-c3cccc(C(F)(F)F)c3)sc2c(=O)n1C	?
85	CC(C)=CCC/C(C)=C/CC/C(C)=C/CCC(=O)OC/C=C(\C)CCC=C(C)C	-3%
86	O=C(NCCN1CCC(n2c(=O)[nH]c3ccccc32)CC1)c1cccs1	-6%
87	CCCNC(=O)C1(C)CCN(C(=O)c2cc(C)n(C(C)(C)C)n2)C1 (stereo not given)	-15%
88	CCCCC1Cc2[nH]c(=S)[nH]c(=O)c2C(c2ccc(F)cc2)O1 (stereo not given)	-8%
89	CCCC(=O)N1CCCC1(C)C(=O)N(C)Cc1cccc2ccccc12 (stereo not given)	?
90	Cn1c2c(c(=O)n(C)c1=O)CN(Cc1ccccc1)CN2	-20%

(further entries)
no.	Structure	TDP1 cell CPT
91	O=C(Nc1ccc2nc([C@@H]3O[C@H](CO)[C@@H](O)[C@H](O)[C@H]3O)[nH]c2c1)NC(c1ccccc1)c1ccccc1	-7%
92	CC(=O)NC(C)(c1ccccc1)c1nc(-c2ccc(N(C)C)cc2)cs1 (stereo not given)	16µM*
93	O=C(Nc1ccccc1)c1cc(C2CCCCN2C(=O)c2cccs2)on1 (stereo not given)	?
94	CCCNC(=O)C1(C)CCN(Cc2noc(-c3ccccc3OC)n2)C1 (stereo not given)	-24%
95	CC1(C(=O)NC2CCCCCC2)CCN1C(=O)Cc1ccc(-c2ccccc2)cc1 (stereo not given)	?
96	CC(C)N1CCC1(C)C(=O)Nc1nccc2cccnc12 (stereo not given)	4.1µM*
97	CC(=O)Nc1ccc(NC(=O)c2ccc(-c3c(C)noc3C)c3ccoc23)cc1	21µM*
98	CN1CCN(c2ncnc3c2ncn3[C@H]2CN(Cc3ccco3)C[C@@H](CO)O2)CC1	2%
99	CCCCN1C(=O)C(CC(=O)NCC2CCCCC2)CC(C(=O)N(CC)CC)=C1C (stereo not given)	-10%
100	COC(=O)C1(C(=O)OC)C2CCCCC2N(S(=O)(=O)c2ccc(C)cc2)[C@@H]1CC(C)=O (stereo not given in full)	-13%
101	NC(Cc1ccc(Cl)cc1)c1csc(NC(=O)NCCc2ccccc2)n1 (stereo not given)	23µM*
102	CS(=O)(=O)Nc1ccc2c(c1)[C@H]1C[C@H](CC(=O)NCc3cccc(F)c3)O[C@@H](CO)[C@H]1O2	-18%
103	CC(=O)c1ccc2c(c1)N(Cc1ccccc1Cl)C(=O)C(C)S2 (stereo not given)	?
104	O=C(Nc1ccc(F)c(Cl)c1)c1csc(COCCO)n1	-26%
105	CCCC#Cc1ccc2c(c1)O[C@@H](CN(C)Cc1ccc3c(c1)OCO3)[C@H](C)CN([C@@H](C)CO)S2(=O)=O	7.3µM*
106	COc1ccc(NC(=O)C[C@H]2C(=O)N(c3ccc(OC)cc3)C[C@@H]2C)cc1	-28%
107	OC[C@@H]1CN(Cc2ccco2)C[C@H](n2cnc3c(Nc4ccccc4)ncnc32)O1	?
108	CC1=C(C(=O)N(C(C)C)C(C)C)CC(CC(=O)NC2CC2)C(=O)N1Cc1ccc(F)cc1 (stereo not given)	-25%
109	C[C@@H]1CN([C@@H](C)CO)S(=O)(=O)c2ccc(Br)cc2O[C@H]1CN(C)C(=O)c1ccccc1F	?
110	CN1CCN(c2ccc(CNC(=O)C3Cc4c(-c5ccccc5)ccnc4O3)cc2)CC1 (stereo not given)	?
111	OC1(c2ccc3c(c2)CN(Cc2ccco2)CCO3)CCN(c2ccccc2F)CC1	-1%[9.04 µM]
